S3 lipid droplet = qHTS Assay for Lipid Storage Modulators in Drosophila S3 Cells | Potency in µM for hits, for the others lipid storage change, negative = inhibition, % at the top dose, mostly 46.1 µM | actives 0.64% (n = 320,000) | Drosophila S3 cells, BODIPY lipid droplet fluorescence, 18-24 h; cells fed with added oleic acid; active = well fitted inhibition curve with a large enough effect in the signal ratio, with a control signal flat, not every such curve was filed as active; inconclusive = small, poorly fitted or top-dose-only effect, or effect the other way, or a change in a side signal; the % refers to the signal ratio
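Drosophila S3 cells loaded with oleic acid (400 uM, as added) and compounds at several concentrations; lipid droplets imaged by 488-nm laser-scanning cytometry, 500–530 nm intensity and object ratio to cell channel. Percent activity normalized to 20 uM Triacsin C.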
S3 lipid droplet cell count max = further read-out of S3 lipid droplet, marked with its call; cell number change, %; measured here: cell count max response;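 cells counted by Cell Tracker Red CMTPX staining in the red channel; peak over a dose series mostly up to 46.1 µM; percent activity relative to internal control wells on each plate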
An asterisk follows results filed as active; i = inactive; u = inconclusive; x = no result given; [ ] = remark or other dose. % is set by controls: 0 for no effect and ±100 for the full control effect; potency is the fitted concentration of half-maximal effect. Some of the compounds tested; the hit share may differ from the screen's.

SMILES	S3 lipid droplet	S3 lipid droplet cell count max
O=C(NCCS(=O)(=O)N1CCN(c2ccccc2)CC1)C1CCCC1	14.5%	-3.6
N/C(=N\OC(=O)c1cccc(Cl)c1)c1cccnc1	i	-11.4
COc1ccc(OC)c(CNCCNC(=O)c2ccco2)c1	i	3.5
O=C(COC(=O)C1CC2CCCC(C1)C2=O)NC(=O)c1ccccc1 (configuration not stated)	-11.0%	-2.6
CC(C)(CN1CCc2ccccc2C1)NS(=O)(=O)c1ccc(Cl)cc1	10.7%	5.0
CCCCNC(=O)Cn1nc([N+](=O)[O-])c([N+](=O)[O-])c1C	3.8%	5.2
CC(C)=C1C2CCC1C1C(=O)N(NC(=O)COc3ccc(C(C)(C)C)cc3)C(=O)C21 (configuration not stated)	u	x
COc1ccc(CCNC(=O)COC(=O)C23CC4CC(CC(Br)(C4)C2)C3)cc1	u	x
Cc1cc(C)n(C(C)CC(=O)Nc2ccc3c(c2)OCCO3)n1 (configuration not stated)	23.5%	-4.8
O=C(Cn1c2[n+](c3ccc(C(F)(F)F)cc31)CCCCC2)Nc1ccc(Br)cc1	-6.3%	-7.0
O=C(CN1CCN(Cc2ccc(Cl)cc2)CC1)N/N=C/c1cccc(F)c1	u	x
COCc1nnc(NC(=O)C2CC(=O)N(CCc3ccc(F)cc3)C2)s1 (configuration not stated)	u	x
Cc1[nH]c(=O)c(C#N)cc1-c1ccccc1	u	x
Cc1cccc(OCCCn2c(CO)nc3ccccc32)c1	u	x
NC(=O)COC(=O)c1c2c(nc3ccccc13)CCCCC2	u	x
O=C(O)Cn1c(CCS(=O)(=O)c2ccc(Br)cc2)nc2ccccc21	u	x
CC(C)OCC1CC(CC(=O)Nc2ccc([N+](=O)[O-])cc2)C(=O)O1 (configuration not stated)	2.6%	13.6
CC(C)=C1SC(N2CCN(c3ccc(C)cc3)CC2)=NC1=O	9.6%	-1.9
COC(=O)CCCC(=O)Nc1ccc(Br)cc1	2.3%	-0.4
COc1ccc(CC(=O)N(Cc2ccccc2)c2ccc(C)cc2)cc1OC	u	x
O=C(CCCn1cc([N+](=O)[O-])cn1)Nc1ccc2c(c1)OCO2	i	22.9
COc1ccc2c(c1OC)C(=O)N1N=C(c3ccc(-c4ccccc4)cc3)CC21 (configuration not stated)	u	x
COc1ccc(N2CCN(C(=O)C3CCN(S(=O)(=O)N4CCOCC4)CC3)CC2)cc1	1.0%	12.5
O=C(NCc1ccccc1)C(c1ccc(F)cc1)N(Cc1ccc2c(c1)OCO2)C(=O)Cn1nnc(-c2cccs2)n1 (configuration not stated)	2.3%	1.4
CCn1c(CC(=O)Nc2ccc(Cl)c(Cl)c2)nnc1SCc1ccc(C)cc1	1.6%	-6.3
CC(C)NCC(=O)NC12CC3CC(CC(C3)C1)C2	u	x
CC(Oc1ccccc1Cl)C(=O)Nc1ccccc1C(=O)N1CCOCC1 (configuration not stated)	u	x
Cc1nn(-c2ccccc2)c(N)c1N=Nc1ccc2ccccc2c1	u	x
Cc1nnc(-c2ccc(Oc3ccc(Br)cc3)c([N+](=O)[O-])c2)o1	5.0%	2.3
CCOC(=O)C1CCN(S(=O)(=O)c2cccc(-c3csc(C)n3)c2)CC1	u	x
COc1cccc(CN2C(=O)C3CCCN3c3ccc(S(=O)(=O)N4CCOCC4)cc32)c1 (configuration not stated)	-2.3%	2.5
Cc1ccc(NC(=O)CSCC(=O)N=c2sccn2C)cc1	u	x
Cc1ccc(S(=O)(=O)N2CCCC2=O)c(C)c1N(C)S(C)(=O)=O	u	x
CCOc1cccc(NC(=O)CSc2sc3c(O)cc(=O)[nH]c3c2C#N)c1	u	x
N/C(=N\OC(=O)Cc1cccs1)c1cccc([N+](=O)[O-])c1	17.7%	22.5
COC(=O)c1[nH]c2cccc(OC)c2c1NC(=O)CN1CC(C)OC(C)C1 (configuration not stated)	u	x
NS(=O)(=O)c1cccc(NC(=O)c2ccno2)c1	6.9%	-13.5
NS(=O)(=O)c1ccc(NC(=O)CSc2nc3ccccc3nc2N2CCOCC2)cc1	u	x
O=C(Nc1ccccc1F)N1CCC(NC(=O)C23CC4CC(CC(C4)C2)C3)CC1	i	7.3
COC(=O)c1ccc(NC(=S)NC2CCc3ccccc32)cc1 (configuration not stated)	-18.3%	-0.6

Complete entries from above. Order of screens: S3 lipid droplet | S3 lipid droplet cell count max
CCOc1cccc(NC(=O)CSc2sc3c(O)cc(=O)[nH]c3c2C#N)c1 is listed as u | x
CCOC(=O)C1CCN(S(=O)(=O)c2cccc(-c3csc(C)n3)c2)CC1 is listed as u | x
O=C(NCc1ccccc1)C(c1ccc(F)cc1)N(Cc1ccc2c(c1)OCO2)C(=O)Cn1nnc(-c2cccs2)n1 (configuration not stated) is listed as 2.3% | 1.4
CC(Oc1ccccc1Cl)C(=O)Nc1ccccc1C(=O)N1CCOCC1 (configuration not stated) is listed as u | x
CCn1c(CC(=O)Nc2ccc(Cl)c(Cl)c2)nnc1SCc1ccc(C)cc1 is listed as 1.6% | -6.3

3 entries already listed, ordered by the number in S3 lipid droplet cell count max, falling.
Molecule,S3 lipid droplet cell count max
O=C(CCCn1cc([N+](=O)[O-])cn1)Nc1ccc2c(c1)OCO2,22.9
COc1cccc(CN2C(=O)C3CCCN3c3ccc(S(=O)(=O)N4CCOCC4)cc32)c1 (configuration not stated),2.5
NS(=O)(=O)c1cccc(NC(=O)c2ccno2)c1,-13.5

(further entries)
SMILES	S3 lipid droplet	S3 lipid droplet cell count max
CCS(=O)(=O)c1ccc2c(c1)N(S(C)(=O)=O)CC(C(=O)NC1CC1)O2 (configuration not stated)	u	x
Fc1ccccc1Nc1nc(Cl)nc(Cl)n1	u	x
CC(=O)c1c(C)[nH]c(C(=O)Nc2cccc3ccccc23)c1C	u	x
O=[N+]([O-])c1cc(S(=O)(=O)C(F)(F)F)ccc1N1CCN(c2ccccc2)CC1	u	x
Cc1ccc(NC(=O)[C@@H]2CCCN2C(=O)[C@@H]2Cc3ccccc3CN2)c(C)c1	u	x
CCOc1ccc(OCc2ccc(C(=O)N/N=C(\C)c3ccccn3)cc2)cc1	-15.5%	-11.6
CCCN(CCC)C(=O)c1c(C)[nH]c(C(=O)OCC)c1C	u	x
C[C@H](NC(=O)c1nc[nH]c1C(=O)N[C@@H](CCCCN)C(=O)OC(C)(C)C)C(=O)OC(C)(C)C	u	x
C/C(=C(\C#N)C(=O)NC1CCCCC1)N(C)C	0.4%	28.0
COC(=O)c1sc2ccccc2c1NC(=O)c1ccc(S(=O)(=O)N2CCCCC2)cc1	u	x
CCCCC(=O)Nc1ccc(S(=O)(=O)Nc2nccc(C)n2)cc1	u	x
CCCCNC(=O)CN(Cc1ccco1)S(=O)(=O)c1ccc(C(C)=O)cc1	i	18.6
CCCOc1ccc(/C=N/NC(=O)c2ccc(Cn3cc([N+](=O)[O-])cn3)o2)cc1	u	x
N#Cc1nc(COc2ccc(Br)cc2)oc1N1CCN(Cc2ccccc2)CC1	12.1%	-20.0
CC(=O)c1c(C)oc2ccc(N(C(C)=O)S(=O)(=O)c3cccc([N+](=O)[O-])c3)cc12	-1.4%	10.9
CCCCCOc1ccc(CSC2=NCCN2)cc1[N+](=O)[O-]	u	x
O=C(N/N=C/c1ccc(OCc2ccccc2)cc1)c1cc[n+](Cc2ccccc2)cc1	3.2%	-0.6
O=C(Cc1ccc(Cl)cc1)NC1CCCCCC1	u	x
O=C(N/N=C/c1cccc(C(F)(F)F)c1)c1ccccc1O	i	x
Cc1[nH]nc(SCC(=O)NCc2ccc(F)cc2)c1[N+](=O)[O-]	2.3%	-4.0
COc1cc(Cl)c([C@@H]2C[C@H]3CN(c4ccccc4)C(=O)[C@]34CCCN24)cc1OC	u	x
O=C(O)CCC(=O)Nc1ccccc1C(=O)NCc1ccccc1	u	x
CCOC(=O)c1ccc(NC(=O)COc2ccccc2OC)cc1	i	20.1
CC(C)NC(=O)c1ccccc1S(=O)(=O)c1ccccc1C#N	-8.9%	-17.7
CC(=O)c1ccc(N2CCN(c3ccc(C(N)=O)cc3[N+](=O)[O-])CC2)cc1	i	x
CCOC(=O)C1(Cc2ccc(OC)cc2)CCN(C(=O)CCc2cnccn2)CC1	2.7%	10.8
Cc1ccc(NC(=O)Cc2nnc(SCC(=O)c3ccc(Br)cc3)n2C)cc1Cl	u	x
CCNC(=O)/C(C#N)=C/c1c(N2CCCCCC2)nc2ccccn2c1=O	u	x
Cc1ccc2nc(NCc3ccccc3)c(C=O)c(=O)n2c1	u	x
COc1ccc2c(c1)CCc1c-2n[nH]c1C(=O)O	23.4%	0.3
Cn1cccc1Cc1nnc(SCC(=O)N2CCOCC2)n1-c1ccc(F)cc1	u	x
Cc1nc(-c2ccccc2)sc1C(N)=O	i	1.3
CCOC(=O)c1sc2nc(-c3cccnc3)ccc2c1N	14.4%	7.4
O=C(NC(=S)N1CCc2ccccc21)c1ccco1	3.5%	-1.1
COc1ccc(OCc2nnc(SCC(=O)N3CCCC3)o2)cc1	u	x
O=C(NNc1c2ccccc2nc2ccccc12)c1ccccc1O	u	x
CCCN1CCN(C(=O)CCS(=O)(=O)c2cc3c(cc2Cl)NC(=O)CO3)CC1	6.5%	7.2
Cc1ccc(OCCNc2ccc(S(=O)(=O)N3CCCC3)cn2)cc1	u	x
COc1ccc2sc(/C=C/c3ccccc3O)[n+](C)c2c1	10.8%	x
COC(=O)CN(c1ccc(OC)c(OC)c1)S(C)(=O)=O	-7.9%	-9.8

Some of the entries so far, as comma-separated lines:
SMILES,S3 lipid droplet,S3 lipid droplet cell count max
Cc1ccc(NC(=O)Cc2nnc(SCC(=O)c3ccc(Br)cc3)n2C)cc1Cl,u,x
CCOC(=O)C1(Cc2ccc(OC)cc2)CCN(C(=O)CCc2cnccn2)CC1,2.7%,10.8

Next part
SMILES	S3 lipid droplet	S3 lipid droplet cell count max
CCCOc1ccc(N2C(=O)CC(N3CCN(CCN=CC4=C(O)CC(C)(C)CC4=O)CC3)C2=O)cc1 (configuration not stated)	u	x
CC(=O)C1(C)N(O)C(C)(C)C(c2cccs2)=[N+]1[O-] (configuration not stated)	u	x
CN1CCN(Cc2nnc(-c3ccccc3)o2)CC1	u	x
COc1ccc2c(c1)/C(=N/OC(=O)c1cccs1)CCC2	1.3%	6.8
CCOc1cc(C(c2c(C)[nH][nH]c2=O)c2c(C)[nH][nH]c2=O)ccc1OS(=O)(=O)c1ccc(C)cc1	i	16.0
Cc1ccc(NS(=O)(=O)c2cc(C(=O)N3CCc4ccccc4C3)ccc2Cl)cc1	u	x
O=C(Nc1ccccc1C(=O)NCc1ccco1)c1ccccc1	u	x
Cc1cccn2c(=O)c(C=NCCO)c(Nc3ccc(Cl)cc3)nc12	u	x
O=C(Nc1ccccc1F)C1CCN(C(=O)NCc2ccccc2)CC1	u	x
CC(=O)NC(CC(=O)OCC(=O)N1CCc2ccccc21)c1ccccc1 (configuration not stated)	-0.1%	5.9
CCc1ccc(NC(=O)COC(=O)CCc2nc3cc(S(=O)(=O)N(CC)CC)ccc3n2C)cc1	u	x
COc1ccc(N2CCN(C(=O)c3cc(N4C(=O)C5C6CCC(C6)C5C4=O)ccc3Cl)CC2)cc1 (configuration not stated)	2.6%	-14.4
COc1ccc(C(=O)Nc2ccc3ncccc3c2)cc1	i	1.0
O=C(Nc1cccc(F)c1)c1ccc(-c2ccccc2C(F)(F)F)o1	u	x
CC1=C/C(=N\S(=O)(=O)c2ccccc2)C(C(C)C)=CC1=O	-6.0%[9.22 µM]	3.8
CC1CCCC(C)N1C(=O)/C=C/c1ccc(S(=O)(=O)N2CCOCC2)cc1 (configuration not stated)	u	x
Cc1cccc(C)c1NC(=O)c1ccc(N2CCCC2=O)cc1	i	-13.8
O=C(Nc1ccc2nc(-c3ccc4nc[nH]c4c3)[nH]c2c1)c1cccs1	u	x
CCn1ncc([N+](=O)[O-])c1C(=O)Nc1nc2cccc(C)c2s1	u	x
O=C(NCc1nc2ccccc2[nH]1)c1cccc(S(=O)(=O)N2CCCC2)c1	u	x
CCOc1ccc2[nH]c(=O)c(CN(CC3COCCO3)C(=O)C3CC3)cc2c1 (configuration not stated)	-0.4%	4.4
Cc1ccc(C)c(NS(=O)(=O)c2ccc(-c3cnc(C4CC4)o3)cc2)c1	u	x
CSC(=S)N/N=C(\C)c1ccccc1	-3.2%	26.8
CCn1c2ccccc2c2cc(/C(C)=N/O)ccc21	u	x
O=C(Nc1nc2ccccc2c(=O)s1)c1ccc(F)cc1Cl	u	x
CC(C)CC(=O)Nc1cccc(-c2nc3ncccc3o2)c1	8.9%	-6.3
Cc1ccc(O)c(C(=O)c2cnc3c(c2)c(=O)n(C)c(=O)n3C)c1	17.6%[9.22 µM]	6.5
Cc1cccc(-n2nnnc2SC(C)C(=O)NCCC2=CCCCC2)c1 (configuration not stated)	14.6%	1.1
CCOC(=O)C1=C(C)NC(=O)NC1c1ccc(OCC(N)=O)cc1 (configuration not stated)	2.7%	-3.2
CCNC(=O)COC(=O)c1sccc1C	u	x
CN(Cc1ccccc1)C(=O)CN1C(=O)NC2(CCCCCCC2)C1=O	-3.1%	-0.9
O=C1N=C(N2CCOCC2)S/C1=C1\C(=O)N(Cc2ccccc2)c2ccccc21	u	x
CCCc1nc2nc(C)c(NS(=O)(=O)c3ccc(Cl)cc3)c(=O)n2[nH]1	u	x
O=C(c1nc2ccccn2c1CNCCCn1ncc2ccccc21)N1CCCC1	13.0%	-4.3
CN(C)c1ccc(CNS(=O)(=O)c2csc(C(N)=O)c2)cc1	u	x
COc1cccc(C=Nc2cccc3c(=O)[nH][nH]c(=O)c23)c1O	u	x
Fc1cccc(NC(=S)NCc2cccnc2)c1	-6.0%	-10.0

Screening results deposited in PubChem by National Center for Advancing Translational Sciences (NCATS).
